# AID inhibitor: activation induced cytidine deaminase inhibition. Q9GZX7. hit rate 0.32% among 91,000. AID deamination FRET fluorescence, UDG-coupled, 4 h. Potency, µM (titrated, usually from 115 µM), inactives show top-dose activity change, negative = inhibition, actives largely listed as inhibitors. AID 1347428; note: nearly all actives have a fitted effect of over 25% in size
# Target sequence (Q9GZX7 whole entry, looked up): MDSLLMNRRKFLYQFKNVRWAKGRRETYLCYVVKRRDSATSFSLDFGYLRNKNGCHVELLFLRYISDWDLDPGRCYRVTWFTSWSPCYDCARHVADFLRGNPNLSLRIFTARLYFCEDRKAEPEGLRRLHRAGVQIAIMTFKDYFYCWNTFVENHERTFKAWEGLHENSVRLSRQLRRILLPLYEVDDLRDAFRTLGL
# UDG counter: counter-screen for AID inhibitors: uracil-DNA glycosylase inhibition | Potency, µM (top dose mostly 115 µM), for the others: top-dose activity change, negative = inhibition, most hits filed as inhibitors | AID 1347430 | FRET deamination/UDG coupled assay, UDG read, 4 h | hit rate 0.14% among 91,000; note: nearly all actives have a fitted effect of over 65% in size
# * = called active by the depositor; u = inconclusive; & = joins results of further samples; [ ] = remark or other dose. Calls come from the whole dose curve; as a rule, active = well fitted curve in the direction sought with a large enough effect; inconclusive = small, poorly fitted or top-dose-only effect, or another doubt; inactive = no such curve, though single readings can be large; an effect the other way counts as inactive or inconclusive. % is set by controls: 0 for no effect and ±100 for the full control effect; potency is the fitted concentration of half-maximal effect. An excerpt; rates above refer to the full screens.
SMILES,AID inhibitor,UDG counter
Cc1cccc(OCCCCn2c(C3CC(=O)N(c4ccc(C)cc4C)C3)nc3ccccc32)c1 (configuration not stated),u,-17%[57.5 µM]
Cc1ccccc1NC(=O)c1cc2c(-c3ccccc3)nn(-c3ccccc3)c2s1,u,-11%
COc1ccc(C(=O)NCC(=O)OCC(=O)c2ccccc2)cc1,4%,-3%
CC(C)N(C(=O)c1cccc(F)c1)C(C)C,7%,-3%
COc1ccc(NC(=O)CSc2nncn3c2cc2occc23)c(OC)c1,-1%&15%,1%&3%
CCc1ccccc1Nc1nn2c(=O)c3ccc(C(=O)NCCCOC(C)C)cc3nc2s1,-14%,3%
CC(=O)Nc1ccc(Nc2ccc3cc(S(=O)(=O)N4CCCCC4)ccc3n2)cc1,-6%,-24%[57.5 µM]
CCOc1ccc2c(c1)C=C(C(=O)NCC(F)(F)F)CO2,-5%,-9%
O=C(NCCCCc1ccccc1)c1nn(-c2ccccc2F)nc1CO,u,-1%[57.5 µM]
COc1cccc(NC(=O)c2cc3c(-c4ccc(Cl)cc4)nn(C)c3s2)c1,-2%,-3%
CCOc1ccc(CNC(=O)C2CCCN(c3nnc(C)c4c(C)n(-c5ccccc5)nc34)C2)cc1 (configuration not stated),-29%,4%
COc1ccccc1C(=O)Nc1nc(C)c(C(=O)N(C)C)s1,1%,2%
CC1=Nc2cc(C(=O)NCCc3ccccc3)ccc2Sc2c(C)ccc(C)c21,-22%,-8%
NCCC12CC3CC(C1)CC(CCN)(C3)C2,-6%,-3%
Cc1ccc2c(c1)-c1c(cnn1CC(=O)Nc1ccccc1C#N)CO2,-7%,23%
O=C(Nc1c(C(=O)N2CCN(c3ccccc3F)CC2)oc2ccccc12)c1ccccc1F,15%,-6%
CCOc1ccc(N(C)C(CNS(=O)(=O)c2ccccc2)c2ccccc2)cc1 (configuration not stated),4%,28%
CCNC(=O)N(Cc1nc(-c2ccc(C)cc2)no1)C1CCCCC1,-4%,-8%
Cc1cccc(N2CCN(C(=O)c3ccc4c(c3)CCN4S(=O)(=O)c3ccccc3)CC2)c1C,-11%,-5%
Cc1ccc(S(=O)(=O)NC(C)CN2CCOCC2)cc1F (configuration not stated),3%,5%
COc1ccccc1C(=O)NC1CC2CCC1C2 (configuration not stated),8%,-3%
Cc1cccc(C(=O)Nc2ccc(Cl)cc2C(F)(F)F)c1,6%,3%
Cc1cc(-c2nn3c(-c4cc(F)ccc4F)nnc3s2)n(C)n1,-1%,-2%
Cc1ccc(C)c(Cn2c(=O)n(Cc3ccccc3)c(=O)c3c(C)c(C)sc32)c1,24%,-18%
COc1ccc(NS(=O)(=O)c2ccc3c(c2)oc(=O)n3C)cc1Cl,10%,4%
CN(C)C(=O)c1cn(CCC#N)nc1-c1cccc(Cl)c1,-11%,2%
Cc1nc2c(-c3ccccc3)c(C)nn2c(C)c1CCC(=O)N1CCN(c2ccc(F)cc2)CC1,u,-14%
CCN1CCC(N(Cc2ccc(F)cc2)C(=O)Nc2cc(Cl)ccc2C(=O)OC)CC1,-7%,-10%
C=Cc1ccc(Cn2c(=O)cc(C)c3c(C)nn(C)c32)cc1,-15%,5%
Nc1ccc(C(=O)NCc2cccnc2)cc1,0%,-2%
COC(=O)c1ccc(COC(=O)COc2ccccc2OC)o1,-4%,-2%
CC(C)(C)NC(=O)CC1(C(=O)NCc2ccc(Cl)cc2)CCCC1,9%,11%
Cn1c(C(=O)NCCc2ccccc2)cc2cc(S(=O)(=O)N3CCCCC3)ccc21,-24%,-5%
Cc1ccc(-c2ccc3c(N)c(C(=O)Nc4ccccc4)sc3n2)cc1,-2%,-11%
O=C(NCCOCCn1c(=O)oc2ccccc21)Nc1ccc(F)cc1F,25%,3%
CCOc1cc(/C=C2/NC(=O)NC2=O)cc(Cl)c1OCC,-6%,-3%
COc1ccccc1N1CCN(c2ncc3c(n2)CCN(Cc2ccccc2C)C3)CC1,58%[activator],15%
Cc1ccc(SCc2ccc(C(=O)Nc3c(C)cccc3C(C)C)cc2)cc1,1%,-2%
Cc1ccccc1-c1noc(-c2ccccc2Br)n1,-7%,5%
O=C(Cc1c(Cl)cccc1Cl)NCc1coc(-c2cccs2)n1,-1%,9%
Cc1c(NC(=O)Nc2ccccc2C(F)(F)F)c(=O)n(-c2ccccc2)n1C,53%[activator],-2%
CC1CCN(c2ccc(-c3nc(-c4ccccc4)no3)cc2[N+](=O)[O-])CC1,3%,2%
CC(C)(CNC(=O)C(C)(C)C)CNC(=O)C(C)(C)C,-12%,-12%
Cc1nc(NC(=O)c2cccc(OCC(C)C)c2)ccc1Br,-20%,-2%
CCOc1ccc(CNC(=O)c2cnc3c(C)cccn3c2=O)cc1,2%,-11%[57.5 µM]
Cc1cc(C)c(NS(=O)(=O)c2ccc3c(c2)NC(=O)CCS3)c(C)c1,-5%,3%
FC(F)(F)c1ccc(Cl)c(N/N=C/c2ccccc2Cl)c1,-1%,6%
CC1Cc2ccccc2N1S(=O)(=O)c1nnc(NC(=O)c2cccc(F)c2)s1 (configuration not stated),u,-7%
Cc1cccc(N(C)C(=O)Cn2nc(-c3ccc(F)cc3)ccc2=O)c1,-7%,5%
O=C(NCCS(=O)(=O)N1CCN(c2ccccc2)CC1)C(c1ccccc1)c1ccccc1,9%,3%

# At a glance, some entries already given:
SMILES,AID inhibitor,UDG counter
Cc1cccc(N(C)C(=O)Cn2nc(-c3ccc(F)cc3)ccc2=O)c1,-7%,5%
O=C(NCCS(=O)(=O)N1CCN(c2ccccc2)CC1)C(c1ccccc1)c1ccccc1,9%,3%

# Further structures:
SMILES,AID inhibitor,UDG counter
Cc1oc(-c2ccccc2)nc1CC(=O)NC(C)C(C)C (configuration not stated),-11%,-13%
COc1ccc(-n2c(-c3ccc(F)cc3)cn3c4c(=O)n(C)c(=O)n(C)c4nc23)cc1,9%,-8%
COc1ccc(-c2cc3c(=O)n(CC(=O)Nc4ccccc4C(F)(F)F)ccn3n2)cc1OC,-7%,-1%
O=C(NC1CC(=O)N(c2ccc(F)cc2)C1)C1CC1 (configuration not stated),10%,-6%
CCOC(=O)c1cc(-c2ccc(OC)c(S(=O)(=O)N3CCN(c4ccccc4)CC3)c2)on1,-7%,26%
COC(=O)C(=O)CC(=O)c1ccc(Cl)s1,5%,1%
CCn1c(CN(c2ccccc2)S(C)(=O)=O)nnc1SCC(=O)c1cc(C)n(C2CC2)c1C,-3%,-2%
CCCCN(C)CCCNC(=O)CN1C(=O)CSc2ccc(S(=O)(=O)N3CCOCC3)cc21,11%,-1%
CCOc1ccc(NC(=O)CS(=O)(=O)Cc2nc(-c3ccc(C)cc3)oc2C)cc1,-6%,-1%
COc1ccc(-n2ncc3c2ncn2nc(Cc4ccccc4)nc32)cc1,0%,-4%
COC(=O)c1cc2occc2n1Cc1nc(-c2ccc(Cl)cc2)oc1C,5%,10%
CCCCCc1ccc(C(=O)Cc2ccc(OCC)cc2)cc1,-5%,-9%
COc1ccc(/C=C\c2onc(C)c2S(=O)(=O)N2CCC(C(=O)Nc3ccc(C)cc3C)CC2)cc1,-1%,-3%[57.5 µM]
CS(=O)(=O)c1ccc(NC(=O)c2ccccc2-c2ccccc2)cc1,-4%,0%
Cc1ccc(CNC(=O)c2cnc3c(-c4ccc(F)cc4)c(C)nn3c2C)o1,6%,-14%
CCc1ccc(-c2nc(C)c(C(C)=O)s2)cc1,-9%,-5%
COc1ccc(Cn2ccc3nc(C)c(C(=O)NCc4ccc(C)cc4)cc3c2=O)cc1,u,4%
O=C(Nc1ccc(Cl)cc1)N1CCC(CN2CCCC2)CC1,10%,0%
Cc1ccc(NC(=O)C(=O)NCC(c2cccnc2)N2CCN(C)CC2)cc1F (configuration not stated),6%,0%
Cc1c2cnn(-c3ccccc3)c(=O)c2c(C)n1CCCC(=O)Nc1ccc(F)cc1F,-8%,-14%

# Arranged by number of heavy atoms (rising): part of the list above.
SMILES,AID inhibitor,UDG counter
O=C(Nc1ccc(Cl)cc1)N1CCC(CN2CCCC2)CC1,10%,0%
CCCCCc1ccc(C(=O)Cc2ccc(OCC)cc2)cc1,-5%,-9%
CS(=O)(=O)c1ccc(NC(=O)c2ccccc2-c2ccccc2)cc1,-4%,0%
COC(=O)c1cc2occc2n1Cc1nc(-c2ccc(Cl)cc2)oc1C,5%,10%
Cc1ccc(NC(=O)C(=O)NCC(c2cccnc2)N2CCN(C)CC2)cc1F (configuration not stated),6%,0%
COc1ccc(Cn2ccc3nc(C)c(C(=O)NCc4ccc(C)cc4)cc3c2=O)cc1,u,4%
COc1ccc(/C=C\c2onc(C)c2S(=O)(=O)N2CCC(C(=O)Nc3ccc(C)cc3C)CC2)cc1,-1%,-3%[57.5 µM]

# Later entries
SMILES,AID inhibitor,UDG counter
FC(F)(F)c1ccc(C(c2ccc(C(F)(F)F)cc2)N2CCNCC2)cc1,-1%,-6%
COc1cc(NS(=O)(=O)c2ccc(NC(=O)c3ccc(Cl)cc3Cl)cc2)nc(OC)n1,-11%,-9%
O=C(Nc1cccc(F)c1)C1=Cc2sc3c(c2CS1)CCCC3,24%,0%
O=C(NC1CC(=O)N(c2ccccc2)C1)C1CCCC1 (configuration not stated),-9%,-7%
Clc1ccc(Sc2ccc3nnnn3n2)cc1,0%,4%
COc1ccc(Cl)cc1NC(=O)[C@H]1O[C@@H]2OC(C)(C)O[C@@H]2[C@H]2OC(C)(C)O[C@H]21,-14%,-6%
CCCCc1cc(=O)oc2c(C)c(OCC(=O)NCCN(C)C)ccc12,-7%,-10%
COc1ccc(S(=O)(=O)N2CCN(Cc3ccc4c(c3)OCO4)CC2)cc1C,u,-19%
O=C(COc1ccccc1)NCCc1csc(-c2cccnc2)n1,-5%,-7%
CCOc1ccc(S(=O)(=O)Nc2ccc3c(c2)CCCN3S(=O)(=O)c2ccc(C)cc2)cc1,24%,-2%
COc1ccc(NC(=O)CCCc2nnc3n(CCC(C)C)c(=O)c4sccc4n23)c(OC)c1,1%,1%
NCCC(=O)Nc1ccccn1,1%,-3%
CCCn1nc(C(=O)OCC(=O)NC(C)c2ccccc2)c2ccccc2c1=O (configuration not stated),5%,5%
CC(Sc1nc(C(F)(F)F)nc2ccccc12)C(=O)NCC1CCCCC1 (configuration not stated),2%,-7%
CC(=O)c1cccc(NC(=O)[C@H]2O[C@@H]3OC(C)(C)O[C@@H]3[C@H]3OC(C)(C)O[C@H]32)c1,2%,-3%
C#CCNC(=O)C(CCSC)NC(=O)c1ccc2ccccc2n1 (configuration not stated),-3%,4%
CC(C)C[C@H](NC(=O)C1OC1C(=O)O)C(=O)NCCCCN=C(N)N (some centres not stated),1%,-7%
COc1ccc(CNC(=O)C2CCN(S(=O)(=O)c3ccc(F)cc3)CC2)cc1,-9%,-3%
C=CCOc1cccc(NC(=O)CCc2ccccc2)c1,0%,-1%
CCN(CC)Cc1ccc(CNS(=O)(=O)c2cccs2)cc1,-3%,7%
CCOc1ccc(N(C(=O)c2ccc(Cl)cc2)S(=O)(=O)c2ccc3c(c2)n(C)c(=O)n3C)cc1,6%,13%
C=CCNC(=O)NC(=O)CN(CC(O)CC)c1ccccc1 (configuration not stated),3%,5%
CCCCc1nn2c(=O)cc(COC(=O)c3ccccc3C)nc2s1,-16%,-3%
O=C(CN1C(=O)COc2ccc(S(=O)(=O)N3CCCCC3)cc21)NCc1ccc(F)cc1,-4%,8%
OC(COc1ccc(OCC(O)CN(Cc2ccccc2)Cc2ccccc2)cc1)CN(Cc1ccccc1)Cc1ccccc1 (configuration not stated),-8%,-7%
COc1ccc(NC(=O)Cc2noc3ccc(C)cc23)cc1Cl,-8%,-2%
Cc1ccccc1OCCn1c(=N)n(C(C)C)c2ccccc21,-15%,-18%
CCCCn1nc(C(=O)Nc2cc(F)ccc2C)c2ccccc2c1=O,0%,0%
O=C(COC(=O)c1ccc(C(=O)c2ccccc2)cc1)c1ccc(-c2ccccc2)cc1,4%,-2%
O=C(c1ccccc1)n1nc(-c2ccco2)nc1NCc1cccs1,12%,-1%
CCOC(=O)C1CCCN(C(=O)c2c(C)nn(-c3ccc(F)cc3)c2-n2cccc2)C1 (configuration not stated),56%[activator],19%
CC(Oc1ccc2c(-c3ccccc3)cc(=O)oc2c1)C(=O)NCCCN1CCOCC1 (configuration not stated),3%,2%
CC1CN(CCOc2ccc(C#N)cc2)CCO1 (configuration not stated),6%,-1%
COC(=O)c1ccc2c(c1)N(CC(=O)Nc1ccc(C)cc1Cl)C(=O)c1ccccc1S2,33%[activator],1%
CCN(CC)S(=O)(=O)c1ccc(C)c(NC(=O)c2ccc(OC(F)F)cc2)c1,1%,1%
Cc1cc(C)c(C)c(OCC(=O)Nc2ccc(S(=O)(=O)Nc3nc(C)cc(C)n3)cc2)c1,-5%&-16%,-7%&21%
Cn1nc(C(=O)Nc2sc3c(c2C#N)CCCC3)c(Cl)c1C(F)(F)F,7%,6%
O=CN1CCN(C(=O)c2cc(-c3cccs3)nc3ccccc23)CC1,-1%,1%
O=C(CSc1nc(=O)[nH]c2c1CCCC2)Nc1ccccc1C(F)(F)F,-9%,-3%
Cc1ccc(NC(=O)CCc2c(C)nc3ncnn3c2C)cc1Cl,-1%,7%
CCN(CC)CCNC(=O)c1[nH]c2ccccc2c1Sc1ccc(Cl)cc1,-11%,-16%
CCCn1c(-c2ccc(OC(F)F)cc2)nc2c1c(=O)[nH]c(=O)n2Cc1ccccc1,2%,11%
Cc1ccc(C)c(C(C)NC(=O)c2cccc(F)c2)c1 (configuration not stated),-1%,-1%
Cc1oc(-c2ccc(C(=O)NCc3ccccc3)cc2)nc1CS(=O)(=O)c1ccccc1,24%[57.5 µM],-6%[57.5 µM]
Brc1ccc2nc(-c3ccccc3)c(Nc3ccc4c(c3)OCO4)n2c1,30%[activator],-30%
Cc1noc(/C=C/c2ccccc2F)c1S(=O)(=O)N1CCC(C(=O)Nc2ccc(C#N)cc2)CC1,0%,1%
CC1=C(C#N)C(NC(=O)c2ccccc2Cl)(C(F)(F)F)C(=O)N1 (configuration not stated),30%[activator],-2%

# Assay outcomes as filed in PubChem BioAssay.
